SENP8 block-1: blocks human SENP8 cleavage of Nedd8 substrate; AID 602440; 360,000 tested, 0.64% active; inhibition, % at 20 µM; Q96LD8; recombinant SENP8, Nedd8 substrate fluorescence; in the data active means inhibition mostly above about 40%, no sharp cut-off; inactive means mostly below about 27%
Target sequence (Q96LD8 whole entry, looked up): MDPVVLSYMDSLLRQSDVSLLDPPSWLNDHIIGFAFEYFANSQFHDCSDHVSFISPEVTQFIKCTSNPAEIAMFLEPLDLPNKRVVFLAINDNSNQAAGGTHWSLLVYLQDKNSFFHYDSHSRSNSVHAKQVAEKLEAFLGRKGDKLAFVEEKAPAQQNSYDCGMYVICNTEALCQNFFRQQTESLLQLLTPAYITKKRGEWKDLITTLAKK
UBC13 inh: human UBC13 polyubiquitination inhibition; UBC13 polyubiquitin chain formation, TR-FRET; P61088; inhibition, % at 20 µM; 330,000 tested, 0.47% active; in the data active means inhibition above about 45%, passing the limit was not always enough; inconclusive means no clear call, values can overlap the other calls
SENP8 block-2: blocks the human protease SENP8; inhibition, % at 10 µM; 330,000 tested, 1.2% active; Q96LD8; AID 2540; purified SENP8, Z-RLRGG-aminoluciferin cleavage, luminescence; in the data active means inhibition above about 50%
APOBEC3G inh: inhibitors of human APOBEC3G DNA deaminase; Q9HC16; recombinant A3G, ssDNA deamination FAM/TAMRA fluorescence; inhibition, % at 20 µM; 330,000 tested, 0.28% active; AID 493012;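 active means inhibition of at least 40% at 20 µM, with no more than 30% in the related APOBEC3A deaminase screen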;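 further: plate controls were DMSO wells with A3G for no effect and wells lacking A3G enzyme for full effect; some compounds called inactive have numbers as strong as hits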
SENP1 inh: SENP1 (human) catalytic domain inhibition; inhibition, % at 10 µM; 360,000 tested, 0.21% active; recombinant SENP1 catalytic domain, CyPet-SUMO1-YPet FRET cleavage;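 active means inhibition at least 30% at 10 µM, raw YFP signal under a set limit, fluorescence ratio 0.5 to 1.5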;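 further: 0% = enzyme with DMSO and 100% = no enzyme wells; some results filed as inactive read as strong as hits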
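material = recombinant human SENP1 catalytic domain, His6-tagged | quantity = 20 pM enzyme | reagent = 25 nM SUMO1 FRET substrate | compound dosing = 10 µM single point, 0.5% DMSO | timing = 50 min enzyme reaction, room temperature, light-protected | detection = FRET, CFP and YFP emission | control set = no-enzyme low, enzyme-DMSO high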
SENP7 inh: SENP7 protease inhibition; Q9BQF6; recombinant SENP7, Z-RLRGG-aminoluciferin luminescence, 40 min; inhibition, % at 5 µM; 330,000 tested, 1.5% active;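 active means inhibition above about 50% at the single test dose, limit read from the data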;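 further: plate controls were DMSO with enzyme for no effect and no enzyme buffer wells for full effect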
Target sequence (Q9BQF6 706-1050 limits assumed): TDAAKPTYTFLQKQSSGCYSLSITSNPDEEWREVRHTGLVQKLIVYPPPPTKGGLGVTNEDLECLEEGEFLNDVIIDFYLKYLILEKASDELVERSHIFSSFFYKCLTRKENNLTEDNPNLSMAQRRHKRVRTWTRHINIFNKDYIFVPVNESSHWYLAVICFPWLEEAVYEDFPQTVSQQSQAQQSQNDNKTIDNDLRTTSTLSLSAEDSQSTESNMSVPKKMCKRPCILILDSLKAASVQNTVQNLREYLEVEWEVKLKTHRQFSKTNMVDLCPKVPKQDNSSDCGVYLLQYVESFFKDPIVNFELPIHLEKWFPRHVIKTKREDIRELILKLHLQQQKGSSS
SENP6 inh: SENP6 protease inhibition. 330,000 tested, 1.8% active. inhibition, % at 10 µM. AID 2599. Recombinant SENP6 catalytic domain, aminoluciferin luminescence. Q9GZR1;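 active means inhibition above about 50% at the single tested dose, limit read from the data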;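 further: plate controls were DMSO wells with enzyme for no effect and DMSO wells lacking enzyme for full effect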
Target sequence (Q9GZR1 628-1112 limits assumed): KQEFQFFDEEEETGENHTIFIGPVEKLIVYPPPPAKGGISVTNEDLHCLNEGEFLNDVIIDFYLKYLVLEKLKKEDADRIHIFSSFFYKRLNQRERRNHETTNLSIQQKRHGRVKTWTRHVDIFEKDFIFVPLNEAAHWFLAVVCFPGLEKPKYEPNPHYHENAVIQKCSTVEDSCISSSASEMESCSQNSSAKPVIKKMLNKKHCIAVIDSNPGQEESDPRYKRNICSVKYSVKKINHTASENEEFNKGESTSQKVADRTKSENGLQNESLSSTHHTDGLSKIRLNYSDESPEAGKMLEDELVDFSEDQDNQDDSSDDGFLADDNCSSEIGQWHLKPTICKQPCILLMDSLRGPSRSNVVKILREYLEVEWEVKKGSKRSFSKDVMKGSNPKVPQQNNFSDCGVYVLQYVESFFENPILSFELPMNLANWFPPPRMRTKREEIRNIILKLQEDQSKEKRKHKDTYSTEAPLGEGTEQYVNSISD
Apaf-1 inh: inhibitors of human Apaf-1 apoptosome | AID 489030 | O14727 | inhibition, % at 20 µM | reconstituted apoptosome caspase-3 activity, DEVD-Rh110 fluorescence | 330,000 tested, 0.71% active; active means inhibition of at least 40% at 20 µM;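 further: plate controls were DMSO wells for no effect and DEVD-CHO caspase inhibitor wells for full effect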
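Material: reconstituted apoptosome with Apaf-1, cytochrome c, caspase-9, procaspase-3, dATP; medium: pH 7.5 Hepes buffer with CHAPS, BSA, DTT; also added: cytochrome c and DEVD-Rh110 substrate; timing: 30 min plus 50 min, RT; signal: Rh110 fluorescence intensity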
* hit, by the source's call; i = inactive; ? = inconclusive.

SMILES	SENP8 block-1	UBC13 inh	SENP8 block-2	APOBEC3G inh	SENP1 inh	SENP7 inh	SENP6 inh	Apaf-1 inh
CC(=O)Nc1ccc(NC(=O)C/C(C)=N/NC(=O)c2cccc3ccccc23)cc1	8	0	3	-9	1	-3	-17	0
COc1ccc(Cn2nnnc2C(c2cccs2)N2CCCCCC2)cc1 (stereo unspecified)	11	5	7	-8	-1	3	1	18
Cc1[nH]c2ccccc2c1C(=O)COc1ccccc1	10	8	-9	-4	2	0	2	5
O=C(COc1ccc([N+](=O)[O-])cc1)N(Cc1cccs1)C1CCS(=O)(=O)C1 (stereo unspecified)	17	4	3	-6	3	1	-8	4
Cc1cccc(C)c1OCC(O)CNS(=O)(=O)c1ccccc1C(=O)N1CCCCC1 (stereo unspecified)	14	6	9	-4	3	1	3	3
Cn1cc([N+](=O)[O-])c(C(=O)Nc2sc3c(c2C#N)CCC3)n1	28	5	8	-6	1	6	11	-6
CC(=O)c1c(C)[nH]c(C(=O)COC(=O)CCCOc2ccccc2)c1C	-18	3	-1	-12	3	-2	2	-1
O=C(CN1CCN(Cc2cccc(Cl)c2)C1=O)NCc1ccccn1	17	3	2	-3	1	-3	3	1
CC(OC(=O)c1cnccn1)C(=O)Nc1nc(-c2cccc([N+](=O)[O-])c2)cs1 (stereo unspecified)	30	4	3	-2	1	-4	-4	3
CN(C)S(=O)(=O)c1ccc(C(=O)OC2CCOC2=O)cc1 (stereo unspecified)	12	3	-13	-3	1	-7	-14	4
Cn1c(SCC#N)nnc1-c1ccc2c(c1)OCO2	7	-14	-14	-3	1	-9	-2	-1
CCC(=O)Nc1ccc(N2CCOCC2)c(S(=O)(=O)Nc2ccc(Cl)cc2)c1	20	3	1	37	-3	2	6	8
CCOC(=O)c1cnc(-n2nc(C)cc2C)nc1NC1CCCCC1	-89	16	6	0	1	2	-3	42*
O=C(NC(CSSCC(NC(=O)c1ccccc1)C(=O)O)C(=O)O)c1ccccc1 (stereo unspecified)	63*	-4	-12	-5	3	9	-14	-3
Clc1ccc(-c2csc(N/N=C/c3ccc4c(c3)OCO4)n2)cc1	-204	-11	4	-10	-8	-7	6	-2
C=CCOc1nc2sc(C)c(C)c2c(=O)n1-c1ccccc1	13	-1	-6	9	1	8	2	10
C=CCNC(=O)c1cc(Cl)ccn1	9	-1	3	-1	-1	89*	5	-8
COc1cc(OC)cc(C(=O)NNC(=O)C2CSC3(C)CCC(=O)N23)c1 (stereo unspecified)	9	-1	1	-4	0	5	0	0
CCC(=O)NC(=S)N1CCN(c2ccc([N+](=O)[O-])cc2Cl)CC1	15	4	2	1	1	10	4	3
CCS(=O)(=O)N1CCc2nc(-c3ccccc3)sc2C1	-6	-4	-7	-9	0	-3	-21	10

Four consecutive records already listed, for reference:
SMILES	SENP8 block-1	UBC13 inh	SENP8 block-2	APOBEC3G inh	SENP1 inh	SENP7 inh	SENP6 inh	Apaf-1 inh
CC(=O)Nc1ccc(NC(=O)C/C(C)=N/NC(=O)c2cccc3ccccc23)cc1	8	0	3	-9	1	-3	-17	0
COc1ccc(Cn2nnnc2C(c2cccs2)N2CCCCCC2)cc1 (stereo unspecified)	11	5	7	-8	-1	3	1	18
Cc1[nH]c2ccccc2c1C(=O)COc1ccccc1	10	8	-9	-4	2	0	2	5
O=C(COc1ccc([N+](=O)[O-])cc1)N(Cc1cccs1)C1CCS(=O)(=O)C1 (stereo unspecified)	17	4	3	-6	3	1	-8	4

Back to the main list, starting 6 compounds before the break.
SMILES	SENP8 block-1	UBC13 inh	SENP8 block-2	APOBEC3G inh	SENP1 inh	SENP7 inh	SENP6 inh	Apaf-1 inh
Clc1ccc(-c2csc(N/N=C/c3ccc4c(c3)OCO4)n2)cc1	-204	-11	4	-10	-8	-7	6	-2
C=CCOc1nc2sc(C)c(C)c2c(=O)n1-c1ccccc1	13	-1	-6	9	1	8	2	10
C=CCNC(=O)c1cc(Cl)ccn1	9	-1	3	-1	-1	89*	5	-8
COc1cc(OC)cc(C(=O)NNC(=O)C2CSC3(C)CCC(=O)N23)c1 (stereo unspecified)	9	-1	1	-4	0	5	0	0
CCC(=O)NC(=S)N1CCN(c2ccc([N+](=O)[O-])cc2Cl)CC1	15	4	2	1	1	10	4	3
CCS(=O)(=O)N1CCc2nc(-c3ccccc3)sc2C1	-6	-4	-7	-9	0	-3	-21	10
CCOc1ccc(C(=O)NCCN2CCCC2)cc1	5	10	1	-7	-1	-1	-7	-13
Cc1ccc(C(=O)Oc2csc(=S)n2C(=O)c2ccc(C)cc2)cc1	4	-11	15	5	3	-12	18	4
O=C(CCNS(=O)(=O)c1ccccc1)NNC(=O)c1cccc(Cl)c1	7	-2	-13	-3	0	-9	0	4
c1cncc(CSc2nnc3ccc(-c4ccco4)nn23)c1	-12	3	3	-1	-1	3	-2	-16
O=C(NCCSCc1ccc(Cl)cc1)c1cccs1	28	1	-6	-3	0	0	-21	7
Cc1ccc(Cn2ccc(NC(=O)c3cc(-c4ccc(Cl)cc4)on3)n2)cc1	3	0	-8	-5	-2	-2	-8	-8
Cc1ccc(C2C3=C(CC(C)(C)CC3=O)Nc3n[nH]c(C)c32)cc1 (stereo unspecified)	-391	7	1	-6	-1	6	4	0
COc1cc(C(=O)OCC(=O)Nc2ccc(S(=O)(=O)NC3=NCCCCC3)cc2)cc(OC)c1OC	19	1	3	-2	4	0	11	2
Cc1cnc(C(=O)OCC(=O)N2CCc3ccccc32)cn1	16	-4	4	-7	4	-1	1	5
Fc1cccc(-c2cc3nc4c(c(NCc5ccco5)n3n2)CCCC4)c1	-281	10	70*	2	-5	1	85*	18
Fc1ccc(-c2[nH]ncc2-c2nnnn2-c2ccccc2)c(F)c1	19	-1	2	-4	2	0	-9	1
O=C(CSc1nnc(-c2ccccc2)o1)N1CCCCC1	9	-2	-2	-7	1	3	-11	0
CCc1ccc(OC)c(S(=O)(=O)NCCOc2ccccc2)c1	6	2	-4	-4	1	-3	-19	0
N#Cc1c(Cl)cccc1N1CCCC1	-263	20	2	-10	-1	-2	-12	6
CCc1ccc(NC(=S)NC2CC3CCCC(C2)N3Cc2cccs2)cc1 (stereo unspecified)	5	8	-6	-2	1	0	3	13
O=C(CN1CCN(C(=O)c2ccco2)CC1)Nc1ccccc1	10	-5	-2	-6	-3	-13	-2	13
Nc1nc(Nc2cccc(F)c2)nc(NCc2ccco2)c1[N+](=O)[O-]	31	3	-11	-4	-13	6	-39	18
Cc1cccc(C)c1NC(=S)NC(=O)CCc1ccccc1	13	6	-3	-5	1	-2	-4	-10
CC(=O)N1CCN(C(=S)Nc2ccc(Oc3ccccc3)cc2)CC1	16	-6	14	-7	0	0	8	2
CSc1cccc(NC(C)C(=O)NCc2ccccc2)c1 (stereo unspecified)	18	0	2	1	1	7	20	0

Some entries already given, showing only SENP8 block-2, SENP1 inh and SENP7 inh:
SMILES	SENP8 block-2	SENP1 inh	SENP7 inh
N#Cc1c(Cl)cccc1N1CCCC1	2	-1	-2
CCc1ccc(NC(=S)NC2CC3CCCC(C2)N3Cc2cccs2)cc1 (stereo unspecified)	-6	1	0
O=C(CN1CCN(C(=O)c2ccco2)CC1)Nc1ccccc1	-2	-3	-13
Nc1nc(Nc2cccc(F)c2)nc(NCc2ccco2)c1[N+](=O)[O-]	-11	-13	6
Cc1cccc(C)c1NC(=S)NC(=O)CCc1ccccc1	-3	1	-2

(further entries)
SMILES	SENP8 block-1	UBC13 inh	SENP8 block-2	APOBEC3G inh	SENP1 inh	SENP7 inh	SENP6 inh	Apaf-1 inh
Cc1ccsc1C(=O)NNC(=O)Nc1ccc(Cl)c(Cl)c1	7	-2	-4	-5	1	7	20	-3
Cc1c(C(=O)NCCc2ccccc2)oc2ccc(S(=O)(=O)N3CCOCC3)cc12	38	-4	-6	-3	3	-6	-23	17
CC1Cc2ccccc2N1C(=O)CSc1ccccc1 (stereo unspecified)	10	6	-2	-3	1	1	6	-8
O=C(NC(Cc1c[nH]c2ccccc12)C(=O)Nc1ccc(F)c([N+](=O)[O-])c1)c1cccs1 (stereo unspecified)	7	-10	-10	-7	1	-8	-40	11
COCCn1nnnc1C(CC(C)C)N1CCN(c2nc3ccccc3s2)CC1 (stereo unspecified)	14	-1	1	-2	0	1	-1	9
Cc1ccc(Nc2cc(=O)[nH]c(=O)[nH]2)cc1C	19	-1	-15	-10	0	-9	-23	2
Cc1cc(C)nc(NS(=O)(=O)c2ccc(NC(=O)c3ccc(O)cc3O)cc2)n1	-340	?	4	-5	0	-12	-11	-3
Cn1nnnc1SCC(=O)Nc1nc2c(s1)CCCC2	14	-9	-16	-3	1	9	-14	-12
Cc1cc(C)cc(NC(=O)CN(C)CC(=O)N(CC(C)C)c2c(N)n(CC(C)C)c(=O)[nH]c2=O)c1	10	0	-3	-6	-3	-1	-5	-3
CCN(CC)C(=O)/C(=C/c1cn(S(=O)(=O)N(C)C)c2ccccc12)NC(=O)c1ccc(OC)cc1	-46	-11	-3	2	-1	10	-14	19
O=S(=O)(c1cc(Cl)c(Cl)cc1Cl)N1CCN2CCCC2C1 (stereo unspecified)	10	-7	1	-6	-4	-12	-16	6
Cc1ccccc1OCCC(=O)N(Cc1ccccc1)c1c(N)n(Cc2ccccc2)c(=O)[nH]c1=O	-3	-8	-11	-1	2	11	3	11
CN(CCNC(=O)C1CCN(c2ncnc3c2nc2n3CCCCC2)CC1)Cc1ccccc1	-10	91*	-7	-1	-2	-5	-10	-3
Cc1ccc2cc3cc(C(=O)NCc4ccco4)oc3nc2c1	i	3	-7	-2	-1	0	2	-1
CSc1ccc(Cl)c(C(=O)OCC(=O)NC2CC2)c1	-108	10	-4	3	0	1	-3	4
Cc1ccc(C)n1NC(=O)c1ccc([N+](=O)[O-])cc1	18	-4	-1	0	1	-2	24	-1
CN(C)/N=C/c1ccc([N+](=O)[O-])cc1[N+](=O)[O-]	20	-9	-5	7	2	7	-23	-1
O=C(CCN1C(=O)/C(=C/c2ccc(Cl)cc2)SC1=S)Nc1cccnc1	14	-10	-6	-8	2	-16	-4	14
Cn1ccnc1C(=O)c1cc(SCC(=O)N2CCOCC2)nc2ccccc12	-6	-2	0	-6	1	2	-13	1
COc1cc(OC)cc(-c2c(C#Cc3ccsc3)c3cc(-c4ccc5c(c4)OCCO5)ccc3n2C)c1	-479	3	4	-3	-2	4	2	3
Cc1cc(C)cc(OCCNC(=O)c2cc(S(=O)(=O)N3CCOCC3)ccc2F)c1	2	-9	-1	-8	1	-6	0	4
CCC1OC2(C)OC(=N)C1(C#N)C(C#N)(C#N)C2c1ccccc1 (stereo unspecified)	-412	13	1	-6	-52	-2	-9	6
Cc1ccc(NC(=O)C2CCCC2)cc1S(=O)(=O)N1CCOCC1	10	0	-6	-8	2	-8	-15	-4
Cc1oc(-c2ccccc2)cc1C(=O)Nc1cccc(/C=C\C(=O)O)c1	6	-1	-3	-6	0	-4	3	1
COc1ccc(N(CC(=O)Nc2ccccc2OC)S(=O)(=O)c2ccc(NC(C)=O)cc2)cc1	8	1	2	0	-1	-2	-2	9

High-throughput results deposited in PubChem by Sanford-Burnham Center for Chemical Genomics.
